Source: PubChem BioAssay (The Scripps Research Institute Molecular Screening Center)
DDE Tn7 FP inh – DD(E)-Tn7 binding inhibition, primary FP screen; inhibition, % at 8.3 µM; AID 720508; 0.13% of 370,000 active; FP displacement of FITC-Tn7 peptide from fibrin DD(E); 0% = median of compound wells per plate; P02675;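 active means inhibition above the mean of compounds falling within the control limits plus 3 SD of them, cut at about 14% in these data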;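 further: 0% = plate median of compound wells and 100% = 10 µM Aha-Tn7 peptide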
Target sequence (P02675 whole entry, looked up): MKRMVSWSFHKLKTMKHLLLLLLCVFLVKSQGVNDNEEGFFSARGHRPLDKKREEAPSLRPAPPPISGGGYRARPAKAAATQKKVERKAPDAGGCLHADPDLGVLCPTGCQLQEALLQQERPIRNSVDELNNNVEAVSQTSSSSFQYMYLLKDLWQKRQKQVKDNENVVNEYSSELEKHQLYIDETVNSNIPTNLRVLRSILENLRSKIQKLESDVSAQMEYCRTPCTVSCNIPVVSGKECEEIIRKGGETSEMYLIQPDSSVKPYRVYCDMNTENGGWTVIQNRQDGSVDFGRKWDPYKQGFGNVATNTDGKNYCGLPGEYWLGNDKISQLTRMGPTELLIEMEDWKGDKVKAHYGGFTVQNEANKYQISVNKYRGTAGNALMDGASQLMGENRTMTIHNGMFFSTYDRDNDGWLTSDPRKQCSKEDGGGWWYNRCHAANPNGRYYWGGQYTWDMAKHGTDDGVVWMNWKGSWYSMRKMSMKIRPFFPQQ
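System: human fibrin DD(E); quantity: Fibrin-DD(E) at 2 µM final; also added: fluorescent Tn7 probe at 0.1 µM; compound dosing: single nominal test concentration of 8.3 µM per compound; schedule: 10 min preincubation, 3 h with tracer, room temperature; detection: fluorescence polarization of the labelled Tn7 tracer; repeats: one replicate per compound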
Tn6 DDE FP – inhibitors of Tn6 peptide binding to human fibrin DD(E); P02675; Fibrin DD(E) TRITC-Tn6 fluorescence polarization displacement; inhibition, % at 8.3 µM; 0.21% of 370,000 active;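 active means inhibition above a per-campaign cutoff: mean of compounds within control limits plus 3 SD, cut at about 15% in these data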;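 further: 0% = median of all compound wells on the plate and 100% = blocking peptide control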
KLK7 zymogen act – proKLK7 (human) activation, primary screen; P49862; purified proKLK7, EDANS-DABCYL substrate fluorescence; 100% is mature enzyme control, 0% vehicle; activation, % at 7 µM; 0.9% of 370,000 active; AID 652039;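 active means activation above the mean of all tested compounds plus 3 SD, computed per campaign excluding outliers beyond control limits, cut at about 13% in these data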
PLC-gamma1 inh – blocks human PLC-gamma1 enzyme activity | inhibition, % at 12.2 µM | 0.84% of 370,000 active | purified PLC-gamma1, fluorogenic substrate, fluorescence | P19174; in the data active means inhibition above about 9.5%
ADAM17 inh – ADAM17 inhibition, QFRET primary screen; inhibition, % at 6.95 µM; recombinant ADAM17, EDANS/DABCYL FRET peptide cleavage; 0.83% of 370,000 active; AID 720648; P78536;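 active means inhibition above the mean of compounds lying between control limits plus 3 SD, set per campaign, cut at about 8.5% in these data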;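 further: 0% = DMSO-only wells as the low control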
PLCb3 inh – PLC-beta3 (human) inhibition, primary screen; Q01970; Purified PLC-beta3, fluorogenic substrate, fluorescence; inhibition, % at 12.2 µM; 0.18% of 370,000 active; in the data active means inhibition above about 11%;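 further: 0% = median of compound wells on plate and 100% = full blocker control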
MBD2 inh – inhibitors of human MBD2 binding to methylated oligonucleotide; TR-FRET; 0.31% of 370,000 active; Q9UBB5; inhibition, % at 4.4 µM; in the data active means inhibition above about 13%
Target sequence (Q9UBB5 whole entry, looked up): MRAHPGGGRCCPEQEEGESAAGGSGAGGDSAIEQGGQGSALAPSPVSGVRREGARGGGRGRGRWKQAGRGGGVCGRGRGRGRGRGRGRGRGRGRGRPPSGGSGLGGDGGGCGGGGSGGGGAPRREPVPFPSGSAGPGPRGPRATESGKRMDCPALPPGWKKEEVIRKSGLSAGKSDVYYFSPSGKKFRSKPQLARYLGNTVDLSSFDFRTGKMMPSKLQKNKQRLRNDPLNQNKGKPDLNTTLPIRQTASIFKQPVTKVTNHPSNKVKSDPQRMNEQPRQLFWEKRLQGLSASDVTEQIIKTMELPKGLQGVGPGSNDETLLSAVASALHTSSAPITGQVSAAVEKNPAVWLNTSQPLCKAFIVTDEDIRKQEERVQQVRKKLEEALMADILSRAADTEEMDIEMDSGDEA
UHRF1 MBD2 ctr – UHRF1 methyl-DNA binding inhibition. UHRF1 binding to methylated oligo, TR-FRET. inhibition, % at 4.4 µM. 0.75% of 370,000 active; in the data active means inhibition above about 21%;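 further: UHRF1 SRA domain binding a hemimethylated CpG hairpin DNA probe; 0% = median of test compound wells and 100% = reference inhibitor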
ASAP1 inh – ASAP1 ArfGAP inhibition | Q9ULH1 | ASAP1-stimulated ARF1 GTP hydrolysis, GDP FP detection | inhibition, % at 16.5 µM | 0.19% of 360,000 active; in the data active means inhibition above about 25%;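 further: 0% = vehicle with enzyme and substrate and 100% = no enzyme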
ARFGAP1 inh – inhibits rat ARF GTPase activating protein 1. Q62848. 0.26% of 360,000 active. AID 651572. inhibition, % at 16.5 µM. Arfgap1-stimulated ARF1 GTP hydrolysis, GDP FP detection;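 active means inhibition above a per-plate limit, mean inhibition of low control wells plus 3 SD, cut at about 25% in these data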;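 further: 0% = DMSO wells with enzyme and 100% = wells lacking Arfgap1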
Target sequence (Q62848 1-136 limits assumed): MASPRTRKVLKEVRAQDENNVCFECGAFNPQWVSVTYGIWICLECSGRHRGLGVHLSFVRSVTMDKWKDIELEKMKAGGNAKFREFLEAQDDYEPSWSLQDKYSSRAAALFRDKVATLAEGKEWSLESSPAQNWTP
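Material: truncated rat Arfgap1 GAP domain; Incubation: compound-enzyme preincubation 20 min, reaction 120 min, detection 60 min, 25 °C; Read-out: percent inhibition of Arfgap1-stimulated GTP hydrolysis; Technique: FP, GDP Alexa 633 tracer displaced from anti-GDP antibody, 620/688 nm; Controls: No-Arfgap1 wells (100%) versus DMSO full-reaction wells (0%); Replication: single well per compound.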
* = called active by the depositor; i = inactive; . = no result given.

SMILES | DDE Tn7 FP inh | Tn6 DDE FP | KLK7 zymogen act | PLC-gamma1 inh | ADAM17 inh | PLCb3 inh | MBD2 inh | UHRF1 MBD2 ctr | ASAP1 inh | ARFGAP1 inh
CC(=O)Nc1coc2ccc(Br)cc12 | -5 | -1 | -0.3 | -5 | -1 | -3 | -9 | 0 | 8 | 7
CSc1nnc(-c2ccccc2)c(-c2ccccc2)n1 | 3 | -4 | -0.5 | 3 | 1 | -3 | 2 | 3 | 7 | 1
COc1ccc(/C=C2\C(=O)ON=C2c2ccccc2)cc1 | -2 | 1 | 0.2 | 0 | -2 | -5 | -4 | -2 | -6 | 1
COc1cc(=O)[nH]c(SCC(=O)Nc2ccc3ccccc3c2)n1 | 7 | 8 | 0.2 | -5 | -1 | -7 | -1 | -1 | 5 | 7
COc1ccc(/C=N\NC(=O)c2nn(C)cc2Cl)cc1CN1CCOCC1 | 6 | -1 | -0.1 | -1 | -5 | -2 | 3 | -4 | -6 | 8
COCCNS(=O)(=O)c1ccc2c(c1)C(=O)c1cc(S(=O)(=O)NCCOC)ccc1-2 | 1 | -5 | 0.2 | -8 | -4 | -4 | -7 | -5 | 9 | 9
COc1ccc(C2=NN3C(=O)c4c(ccc(OC)c4OC)C3C2)cc1 (stereo not given) | 5 | 8 | 1.9 | -37 | -6 | -51 | -5 | 0 | 7 | -8
CC(NC(=O)Nc1cccc([N+](=O)[O-])c1)c1ccc2c(c1)OCO2 (stereo not given) | -4 | 2 | 0.2 | 3 | 8 | -5 | -5 | 1 | 16 | 8
COc1ccc(NC(=O)c2ccc(-n3nc(C)c[n+]3[O-])cc2)cc1 | -5 | -4 | -0.2 | 1 | -1 | 1 | 6 | 12 | -6 | 7
COC(=O)c1ccc(COc2ccc(C=O)cc2)o1 | -4 | -2 | -0.4 | 4 | 0 | 4 | 3 | 2 | 18 | 3
O=C(Nc1ccccc1)/C(=C/c1ccccc1)NC(=O)c1ccco1 | -3 | 4 | -0.6 | 4 | 0 | -2 | 3 | -1 | -6 | 5
COc1ccc(S(=O)(=O)CCc2nnc(NC(C)=O)s2)cc1 | 4 | 5 | -4.2 | 2 | -6 | -1 | 0 | 10 | -10 | 3
CC(C)CC(=O)NC(=S)Nc1ccccc1N1CCCC1 | 10 | 3 | 1.0 | -14 | -2 | -28 | -2 | -6 | 2 | 7
Cc1cc(C)nc(Sc2c(C)n[nH]c2C)n1 | -5 | -1 | -0.1 | 4 | 0 | 3 | -2 | 2 | -2 | 11
CN1CCN(c2ccc(NC(=O)CSc3nnnn3-c3ccccc3Cl)cc2)CC1 | 1 | -1 | -0.1 | 0 | 5 | -5 | -2 | 6 | -3 | -1
Cc1ccccc1C(=O)NNC(=O)C1CCN(C(=O)Nc2ccccc2)CC1 | 6 | 9 | 0.3 | 1 | -1 | -5 | 0 | -1 | -15 | -3
OC[C@@H]1CN(Cc2ccc(F)cc2)C[C@H](n2cnc3c(NCc4ccco4)ncnc32)O1 | 9 | 1 | 0.3 | -1 | -4 | 1 | 1 | 1 | 4 | 4
Cc1ccc(C)c(SCC(=O)c2ccc[nH]2)c1 | -1 | -6 | 0.1 | 4 | 2 | 1 | 4 | -2 | -7 | -17
CC(C)(C)NC(=O)C(c1ccncc1)n1c(=O)c(-c2cc3ccccc3[nH]2)nc2ccccc21 (stereo not given) | -4 | 3 | -4.5 | i | -68 | i | 0 | 2 | -1 | 6
CC(=O)N1CSCC1C(=O)O (stereo not given) | -6 | 0 | 0.0 | 4 | -4 | 3 | 0 | 0 | 10 | 2

Compound profiles, from the list above. Order of values: DDE Tn7 FP inh | Tn6 DDE FP | KLK7 zymogen act | PLC-gamma1 inh | ADAM17 inh | PLCb3 inh | MBD2 inh | UHRF1 MBD2 ctr | ASAP1 inh | ARFGAP1 inh
`Cc1cc(C)nc(Sc2c(C)n[nH]c2C)n1` is listed as -5 | -1 | -0.1 | 4 | 0 | 3 | -2 | 2 | -2 | 11
`CC(=O)N1CSCC1C(=O)O` (stereo not given) is listed as -6 | 0 | 0.0 | 4 | -4 | 3 | 0 | 0 | 10 | 2
`OC[C@@H]1CN(Cc2ccc(F)cc2)C[C@H](n2cnc3c(NCc4ccco4)ncnc32)O1` is listed as 9 | 1 | 0.3 | -1 | -4 | 1 | 1 | 1 | 4 | 4
`Cc1ccccc1C(=O)NNC(=O)C1CCN(C(=O)Nc2ccccc2)CC1` is listed as 6 | 9 | 0.3 | 1 | -1 | -5 | 0 | -1 | -15 | -3

Continuation.
SMILES | DDE Tn7 FP inh | Tn6 DDE FP | KLK7 zymogen act | PLC-gamma1 inh | ADAM17 inh | PLCb3 inh | MBD2 inh | UHRF1 MBD2 ctr | ASAP1 inh | ARFGAP1 inh
CCCNC(=O)C1Cc2cc(S(=O)(=O)N3CCCC3)ccc2N1C(C)=O (stereo not given) | 3 | 5 | -0.6 | 0 | -2 | -5 | -2 | 2 | -6 | -12
CCCCn1c(SCC(=O)NC2CCS(=O)(=O)C2)nc2cc(S(N)(=O)=O)ccc21 (stereo not given) | 0 | 2 | 0.3 | -2 | 1 | -3 | -3 | -3 | -13 | -4
CC(C)N(Cc1cn(Cc2ccccc2)nn1)S(=O)(=O)c1ccccc1Br | 8 | 4 | 0.1 | 1 | -1 | 3 | 1 | -1 | . | .
Cc1[nH]nc2oc(=O)c(CCO)c(C)c12 | 4 | -6 | 0.7 | 3 | -3 | 1 | -8 | -4 | -3 | 10
COc1cc(C2NC(=O)NC(c3ccccc3)=C2C(C)=O)c(Cl)cc1OCC(=O)O (stereo not given) | 0 | -5 | 0.1 | 5 | -4 | -5 | 3 | 5 | -5 | -1
CCOc1ccc(NC(=O)CCN2CCN(c3ccccc3F)CC2)cc1 | 4 | 3 | -0.5 | 6 | -2 | -2 | 3 | -5 | 14 | -7
CCNC(=O)C(=O)Nc1ccc([N+](=O)[O-])cc1 | 2 | 3 | -0.3 | 0 | -4 | -9 | 4 | 0 | 2 | -3
CCc1c(O)cc2n(c1=O)-c1ccc(Cl)cc1C2(C)C | -2 | 0 | 0.8 | -2 | 0 | -2 | -2 | 2 | -2 | 7
C=CCC1(C)C(=O)N(c2ccccc2)c2ccccc21 (stereo not given) | -1 | -6 | 0.6 | -1 | -2 | 4 | 0 | -2 | -12 | 11
COc1ccc(-c2cc(=O)oc3cc(OCc4nn[nH]n4)ccc23)cc1 | -3 | 1 | -6.0 | -90 | -15 | -127 | -6 | -1 | 2 | 5
C=CCNc1sc(C(=O)c2ccccc2)c(N)c1C#N | -3 | 7 | 0.6 | -2 | 2 | -7 | 1 | -1 | -7 | 8
Nc1ccc(-c2cc(-c3cccc(N)c3)nc(-c3ccccc3)n2)cc1 | -11 | -3 | 3.2 | i | -91 | i | 2 | 6 | -2 | 16
COc1cc(C(=O)OCC(=O)NC2CCCC2)cc(OC)c1OC | -1 | -7 | 0.0 | 6 | 2 | 3 | -1 | 1 | -8 | -4
COc1ccc(NC(=O)CC2C(=O)N(C)C(=S)N2CCc2ccccc2F)cc1 (stereo not given) | -6 | -4 | 0.8 | 0 | 3 | 5 | 1 | -3 | 1 | 2
Cc1cc(C)nc(NNS(=O)(=O)c2ccc(F)c(Cl)c2)n1 | 8 | 0 | -0.1 | 2 | -1 | -3 | 1 | -2 | -2 | 7
COc1cccc(C(=O)N(Cc2cccs2)C2CCS(=O)(=O)C2)c1 (stereo not given) | 1 | 1 | -0.1 | 7 | -8 | 5 | 0 | 5 | 7 | 1
c1ccc(-c2nc(N3CCOCC3)sc2-c2ccccc2)cc1 | 0 | 0 | 0.0 | -26 | -3 | -54 | -2 | -1 | 0 | 2
Cc1ccc(S(=O)(=O)/N=C2\CN(C)C(=O)N2C)cc1 | -7 | 5 | -0.2 | 3 | -1 | 4 | 4 | 13 | 8 | -1
CCc1noc(C)c1C(=O)Nc1nc2c(C)cccc2s1 | -5 | 0 | 0.7 | -5 | -4 | -12 | 4 | -3 | 9 | -6
COc1ccc(CNC(=O)c2ccc(S(=O)(=O)N3CCOCC3)cc2)cc1 | -6 | -5 | -0.2 | -2 | -2 | 1 | 1 | 1 | 1 | 8
CN1CCN(C2CN(CCc3ccccc3)S(=O)(=O)C2)CC1 (stereo not given) | 8 | 1 | -0.2 | -1 | -3 | -1 | -7 | 0 | -2 | -12
O=c1[nH]c(=S)[nH]c2c1C(c1ccc(F)cc1)OC(C1CCCCC1)C2 (stereo not given) | 1 | 4 | -0.5 | -1 | -1 | -1 | 0 | -1 | -11 | 7
CCN1CCc2nc(NC(=O)C(c3ccccc3)c3ccccc3)sc2C1 | 0 | 8 | -0.1 | -25 | -14 | -41 | -6 | -4 | 14 | 19
CCOC(=O)C1CCCN(C(=O)c2cc(S(=O)(=O)Nc3ccccc3OC)ccc2C)C1 (stereo not given) | -8 | -2 | -0.7 | 2 | -1 | -1 | 1 | 1 | 6 | 11
CN(C)c1ccc(CN(Cc2ccco2)C(=O)c2ccco2)cc1 | -1 | 0 | -0.2 | 1 | 5 | -8 | -5 | -2 | -4 | -19
Cc1ccc(-c2nc(SC(C)C(=O)N3CCOCC3)n[nH]2)cc1 (stereo not given) | -8 | -5 | 0.3 | 4 | 1 | -1 | 2 | 1 | -1 | 7
CCC1CN(C(=O)N2CCC(C(=O)NCc3ccc(OC)cc3OC)CC2)c2ccccc2O1 (stereo not given) | -1 | -1 | 0.8 | 0 | -6 | -11 | -7 | 0 | 0 | -2
Cc1cc(C(=O)Nc2ccon2)ccc1[N+](=O)[O-] | -5 | 2 | 0.4 | -3 | 1 | -2 | -1 | -1 | -5 | 2
Cc1cc2cc(CNC(=O)c3ccc4c(c3)OCO4)ccc2n1C | -1 | 13 | -0.4 | -30 | -6 | -43 | -2 | -6 | 8 | -6
COc1ccc(NC(=S)NC(=O)Cc2ccccc2)c(OC)c1 | 5 | 6 | -0.2 | 3 | 1 | -3 | 0 | -1 | -15 | 1
Cc1cc(O)ccc1Nc1cc(-c2cccc(N(C)C)c2)ncn1 | 2 | -1 | -0.8 | -46 | -4 | -59 | 7 | 4 | -14 | -1
O=C(NCc1ccc(-n2cccc2)cc1)c1cccc(F)c1 | 8 | -11 | 0.1 | 1 | -4 | 0 | 1 | 5 | 0 | 3
CCOc1ccc(NS(=O)(=O)c2cc(C)c(C)cc2C)cc1 | 5 | -6 | 0.2 | -2 | 1 | 3 | -3 | -2 | 3 | -3
O=S(=O)(NCc1ccccc1)c1cccc2cccnc12 | 10 | 8 | -0.5 | -4 | -6 | 2 | 2 | 2 | 7 | 10
COc1cccc(C(=O)Nc2ccc3c(C)cc(=O)oc3c2)c1 | -6 | 8 | 0.9 | -6 | -28 | -18 | 0 | 4 | 1 | 14
CC(C)N1CCN(C2CSCCSC2)CC1CCO (stereo not given) | 8 | 7 | -0.6 | 0 | -3 | -8 | 0 | 1 | 5 | -8
O=C(OC1CCc2ccccc2C1=O)c1ccccc1O (stereo not given) | -2 | -14 | -0.3 | -3 | -2 | -2 | -1 | -1 | -8 | -8
CC(C)[C@H](COC=O)NC(=O)[C@H]1O[C@@H](n2ccc(N)nc2=O)[C@H](O)[C@@H]1O | 2 | -2 | -0.5 | -3 | 2 | 2 | -2 | 1 | 3 | 4
